Screening data: PubChem, National Center for Advancing Translational Sciences (NCATS)
LmPK inh: LmPK (Leishmania mexicana) enzyme inhibition; Q27686; purified LmPK, Kinase-Glo ATP luminescence, 1 h; Potency, µM (top dose mostly 57.5 µM), for the others: top-dose activity change, negative = inhibition, hits mostly inhibitors; actives 0.37% (n = 290,000); further: potency means the concentration at half of the fitted maximal effect
Target sequence (Q27686 whole entry, looked up): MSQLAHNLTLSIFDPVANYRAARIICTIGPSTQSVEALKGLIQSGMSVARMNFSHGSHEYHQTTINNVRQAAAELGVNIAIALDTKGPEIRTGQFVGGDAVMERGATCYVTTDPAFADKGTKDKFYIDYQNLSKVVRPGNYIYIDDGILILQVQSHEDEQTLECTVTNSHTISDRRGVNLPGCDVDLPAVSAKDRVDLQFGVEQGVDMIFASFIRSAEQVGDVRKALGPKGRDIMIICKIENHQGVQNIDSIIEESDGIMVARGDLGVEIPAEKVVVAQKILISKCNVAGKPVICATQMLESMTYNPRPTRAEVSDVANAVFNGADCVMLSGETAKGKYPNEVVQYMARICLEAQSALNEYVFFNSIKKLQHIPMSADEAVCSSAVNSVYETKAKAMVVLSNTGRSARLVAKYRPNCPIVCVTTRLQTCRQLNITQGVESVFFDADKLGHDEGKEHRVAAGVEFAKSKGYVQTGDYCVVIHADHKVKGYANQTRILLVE
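Purified LmPK (0.1 nM) converted ADP (0.1 mM) to ATP with PEP (0.5 mM) in imidazole buffer pH 7.2 with KCl and MgCl2, 1 h at room temperature. ATP was read by Kinase-Glo luminescence; data normalized to uninhibited and no-enzyme controls.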
Tb PYK inh: inhibitors of Trypanosoma brucei pyruvate kinase; TbPYK enzyme, Kinase-Glo Plus ATP luminescence, 45 min; actives 0.12% (n = 410,000); Potency, µM (doses to about 76.8 µM), for the others: at the highest dose activity, negative = inhibition, hits mostly inhibitors; Q57TT1; further: potency means the concentration at half of the fitted maximal effect; nearly all actives have a fitted effect of over 50% in size
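T. brucei PYK with substrate was exposed to pin-transferred compounds across a concentration series, then started with 130 uM ADP (final). After 45 min at room temperature, Kinase-Glo Plus luminescence was read, normalized and curve-fitted.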
AmpC inh no detg: AmpC beta-lactamase inhibition without detergent; P00811; Potency, µM (titrated, usually from 57.1 µM), inactives show at the top dose activity change, negative = inhibition, most hits filed as inhibitors; actives 0.52% (n = 330,000); AmpC nitrocefin hydrolysis, absorbance 480 nm, 0.0001% Triton; AID 485341;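 further: potency means the concentration at half of the fitted maximal effect; plate controls were no compound for no effect and no enzyme for full effect; nearly all actives have a fitted effect of over 20% in size; some results filed as inactive show a strong effect at the top dose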
Target sequence (P00811 whole entry, looked up): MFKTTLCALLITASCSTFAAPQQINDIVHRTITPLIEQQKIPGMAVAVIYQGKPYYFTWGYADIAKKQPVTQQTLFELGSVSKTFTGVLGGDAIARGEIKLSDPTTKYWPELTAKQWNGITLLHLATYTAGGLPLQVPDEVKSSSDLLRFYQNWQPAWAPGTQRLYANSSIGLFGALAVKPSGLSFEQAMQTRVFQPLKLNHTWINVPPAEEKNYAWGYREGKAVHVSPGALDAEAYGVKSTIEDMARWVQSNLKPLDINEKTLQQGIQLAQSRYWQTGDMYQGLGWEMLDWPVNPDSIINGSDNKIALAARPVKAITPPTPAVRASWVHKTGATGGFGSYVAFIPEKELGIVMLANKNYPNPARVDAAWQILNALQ
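20 mM phosphate pH 7.0 + 0.01% (detergent screen) or 0.0001% Triton X-100; 5.3 nM AmpC reagent; cpd preinc 15 min RT; nitrocefin (800 uM stock) to start; A480 q20 s × 4 min; Activity was normalised to no-enzyme and no-compound control wells.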
AMA1-RON2 inh: disrupts binding of P. falciparum AMA1 to RON2. AlphaScreen AMA1-biotinylated RON2 peptide binding. AID 720542. Potency, µM (highest dose often 58.2 µM), without a hit: at the highest dose activity change, negative = inhibition, actives largely listed as inhibitors. actives 0.2% (n = 360,000);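 further: potency means the concentration at half of the fitted maximal effect; 0% = vehicle wells and -100% = peptide control; nearly all actives have a fitted effect of over 45% in size; some results filed as inactive show a strong effect at the top dose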
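AMA1 (3D7) with his tag at 25 nM final met compounds first, then biotinylated RON2 peptide at 25 nM; detection used donor plus acceptor beads, 10 µg/mL apiece, read by AlphaScreen after 30 min at room temperature.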
AmpC detergent: AmpC beta-lactamase inhibition with detergent present; P00811; AmpC hydrolysis of nitrocefin, absorbance 480 nm, 0.01% Triton; Potency, µM (series often up to 114 µM), without a hit: at the highest dose activity change, negative = inhibition, hits mostly inhibitors; actives 0.041% (n = 370,000); AID 485294;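 further: potency means the concentration at half of the fitted maximal effect; 0% = no-compound wells and -100% = no-enzyme wells; nearly all actives have a fitted effect of over 25% in size; some results filed as inactive show a strong effect at the top dose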
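20 mM phosphate pH 7.0 + 0.01% (detergent screen) or 0.0001% Triton X-100; 5.3 nM AmpC reagent; cpd preinc 15 min RT; nitrocefin (800 uM stock) to start; A480 q20 s × 4 min; Activity was normalised to no-enzyme and no-compound control wells.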
HCMV inh: human cytomegalovirus inhibition. actives 4.5% (n = 410,000). activity change, negative = inhibition, % at 57.5 µM. HFF cells, HCMV-luciferase reporter, 72 h; stronger effect = lower value; in the data active means activity change below about -60%; inconclusive means no clear call, values can overlap the other calls; inactive means above about -39%
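Two compound doses tested in HFFs infected with HCMV-luciferase, MOI 1 PFU/cell, 72 h at 37C. Lysate luminescence read with OneGlo; data normalized against buffer-only and 10uM Salinomycin inhibitor controls.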
Sm TGR block: inhibitors of Schistosoma mansoni thioredoxin glutathione reductase. Q962Y6. purified TGR, DTNB reduction, TNB absorbance 405 nm. Potency, µM (series often up to 114 µM), without a hit: at the top dose activity change, negative = inhibition, most hits filed as inhibitors. actives 3% (n = 360,000); further: potency means the concentration at half of the fitted maximal effect; nearly all actives have a fitted effect of over 60% in size
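First, TGR (20 nM dispensed) and NADPH were mixed with compound. Second, a 15 min room-temperature incubation followed. Third, further NADPH and then DTNB were added to start the reaction. Finally, TNB absorbance was monitored kinetically.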
The depositor's hits bear a star; ? = inconclusive; . = no result given; & = joins results of further samples; [ ] = dose if it differs, or a comment. Unless noted, the call rests on the fitted dose curve; in most records, active means well fitted curve in the direction sought with a large enough effect; inconclusive means small, poorly fitted or top-dose-only effect, or another doubt; inactive means no such curve, though single readings can be large; an effect the other way counts as inactive or inconclusive. Unless noted, on the % scale 0 is the no-effect control and ±100 the full control effect. Outcome played no part in choosing rows. About 7.4% of those tested had a hit in this group.

smiles,AmpC detergent,LmPK inh,Sm TGR block,AmpC inh no detg,Tb PYK inh,AMA1-RON2 inh,HCMV inh
Cc1ccc(NC(=O)C(=O)NCCc2c[nH]c3ccccc23)c(C)c1,4%,-1%[11.5 µM],0%,-23%,-4%,8%,?
CC12CCC(C(=O)N3CCCc4ccccc43)(CC1=O)C2(C)C (stereo not drawn),-8%,1%,-1%,2%,6%,-3%,36
C=CCC[C@@H](Cc1ccc(F)cc1)C(=O)OC[C@@H](Cc1ccccc1)NC(=O)[C@@H](CC=C)CC(=O)N[C@@H](CO)Cc1ccccc1,.,.,.,-6%,3%,9%,-10
Cc1c(N=Nc2c(O)[nH]c(=O)[nH]c2=O)c(=O)n(-c2ccccc2)n1C,-5%,-3%,-2%,-20%,4%,-54%,-16
O=C(Oc1ccc(N(Cc2cccs2)C2=NS(=O)(=O)c3ccccc32)cc1)c1ccco1,1%,8%,1%,-12%,-4%,-2%,3
CCN(CC(=O)NCc1cccs1)S(=O)(=O)c1cccc(Br)c1,2%,.,0%,-6%,1%,1%,?
CC1CC(=O)c2cnc(N3CCOCC3)nc2C1 (stereo not drawn),-4%,-4%,0%,-12%,-2%,2%,24
Cc1cccc(-c2ccc(NC(=O)C3CCN(CC4CC4)CC3)cc2)c1,-10%,-1%,-4%,-10%,7%,2%,-11
CC(=O)Nc1ccc(NC(=O)COC(=O)c2cc([N+](=O)[O-])ccc2N2CCOCC2)cc1,4%,-6%,-25%,-12%,-8%,10%,10
COc1ccc(C2CC(c3c(-c4ccccc4)c4cc(Cl)ccc4[nH]c3=O)=NN2S(C)(=O)=O)cc1OC (stereo not drawn),-10%,2%,-3%,52%,-7%,13%,-28
CN(C)c1ccc(NS(=O)(=O)c2ccc(Cl)cc2)cc1,-12%,9%,-4%,-23%,-20%,-29%,-2
CC(NC(=O)COC(=O)CCC(=O)c1ccc(F)cc1)c1ccccc1 (stereo not drawn),.,.,.,10%,7%,6%,-22
Cc1nnc(SCC(=O)NC(=O)NC(C)C)s1,-17%,3%,2%,-14%[11.4 µM],-9%,5%,5
O=C(CN1CCCCC1)NN(Cc1ccccc1)c1ccccc1,4%,-4%,5%,-26%,-7%,?,-19
Cc1cccc(C(C)C)c1NC(=O)c1c(-c2ccccc2)noc1C,0%,3%,3%,-6%,-5%,12%,-62*
O=C1CC(N2CCN(Cc3ccc(Cl)cc3)CC2)C(=O)N1CCc1ccccc1 (stereo not drawn),1%,1%,-1%,123%[activator],-3%,-3%,-3
Cc1ccc(Cn2c(CCNC(=O)C(C)C)nc3ccccc32)cc1,18%,.,-5%,.,9%,.,6
Cc1nc(C)c(-c2csc(NCCc3ccccc3)n2)s1,?,2%,11%,2%,4%,?,-40
CN(Cc1cnn(-c2ccccc2)c1)C(=O)c1cccc(S(=O)(=O)N(C)c2ccccc2)c1,.,.,.,.,-5%,-7%,-26
O=C(Cn1c(=O)c2sccc2n(Cc2ccc([N+](=O)[O-])cc2)c1=O)NCCc1ccccc1,-12%,1%,-11%,-45%,-4%,-16%,-73*
O=C(NCC1CCCO1)c1ccc(Cl)c(NS(=O)(=O)c2ccc(F)cc2)c1 (stereo not drawn),.,.,.,.,3%,-3%,-16
COc1ccc(NC(=O)CN2CCCCC2)c([N+](=O)[O-])c1,-2%,2%,-3%,-6%,6%,2%,-27
CC(NC(=O)c1cc2cc(F)ccc2[nH]1)c1ccccc1 (stereo not drawn),-2%,1%,0%,-42%,3%,-3%,50
Cn1c(O)c(C(c2ccncc2)c2c(O)n(C)c(=S)n(C)c2=O)c(=O)n(C)c1=S,-7%,-4%,16µM*,-19%,-3%,0%,55
O=C(COC(=O)c1nc(Cl)c(Cl)c(Cl)c1Cl)NCc1ccccc1,-21%,.,4µM*,-24%,-5%,0%,8
O=C(NCc1cccs1)c1nn2cccnc2c1Cl,?,4%,-2%,-13%,1%,4%,41
O=C(Cc1ncon1)Nc1ccc(F)c(F)c1F,-5%,-1%,14%,-2%,0%,0%,-8
Cn1cc(S(=O)(=O)NCCc2ccccc2)c(=O)n(C)c1=O,4%,-5%,9%,-13%,2%,2%,-35
CC1(C)CC(=O)C=C(c2ccc(F)nc2)C1,-2%,.,-4%,-1%,6%,48%[activator],?
O=C(Nc1ccc2c(c1)OCCO2)C1CCN(S(=O)(=O)c2ccc3c(c2)OCCO3)CC1,-5%,-2%,-7%,-31%,-3%,-24%,-38
Cc1ccc(NS(=O)(=O)c2cn(C)c(=O)n(C)c2=O)c(C)c1,?,-6%,-2%,11%,3%,5%,-1
O=C1NC[C@@H](CCCCN2C[C@H](Cc3ccc(O)cc3)N(CCc3ccc(O)cc3)C(=O)C2=O)N(CCc2ccc(O)cc2)C1=O,.,.,.,.,-1%,-10%,-11
NCC(O)c1ccc(O)cc1 (stereo not drawn),1%,-6%,-19%,-11%,0%&3%,0%,24
COc1ccc(C)cc1NC(=O)N(Cc1ccc2c(c1)OCO2)C1CCN(Cc2ccccc2)CC1,12%,.,2%,.,-2%,.,?
CCOC(=O)Cc1csc(NC(=O)c2sc3nc4c(C)cc(C)cc4cc3c2N)n1,2%,0%,8%,33%,2%,78%[activator],38
c1ccc2c(-c3cnc4cccnn34)cncc2c1,.,.,.,.,7%,-4%,9
COCCNC(=O)C(OC(=O)c1cc2oc(C)cc2n1C)C(C)C (stereo not drawn),2%,-6%,13%,32%,-1%,7%,19
CC(CN1CCCCC1)NC(=O)c1scnc1-c1ccccc1 (stereo not drawn),.,.,.,.,-1%,-5%,11
N#Cc1ccccc1OCC(=O)N1CCN(c2ccccc2)CC1,16%,.,9%,.,3%,.,-6
O=C(NCCNc1ccc([N+](=O)[O-])cc1)c1ccccc1Br,-5%,0%,-3%,-24%,3%,-7%,-6
COc1ccccc1OCC(=O)Nc1c(C(=O)c2ccc(F)cc2)oc2ccccc12,20%,.,5%,.,-9%,.,-12
CCc1nc2ccc(C(=O)NCCN3CCNC3=O)cn2c1N(CC)Cc1cccc(Br)c1,.,.,.,.,-2%,7%,2
CC1CN(c2nc3ccccn3c(=O)c2/C=C(\C#N)C(N)=O)CC(C)O1 (stereo not drawn),0%,-3%,8%,-12%,-3%,-4%,-29
COc1ccc(S(=O)(=O)n2nc(-c3cc(OC)c(OC)c(OC)c3)cc2N)cc1OC,-7%,1%,9%,50%,-6%,-3%,106
CCCSCCCNC(=O)c1ccc(C)c(NC(=O)C2=C(C)OCCS2)c1,0%,-1%,-9%,1%,0%,-3%,-21
CC(=O)Nc1c(C)nn(-c2ccccc2)c1N1CCC(C(=O)Nc2ccc(F)cc2Cl)CC1,15%,.,1%,.,0%,.,33
CC1(C)CC(=O)C=C(NCCN2CCN(C(=O)Nc3ccccc3)CC2)C1,0%,0%,-12%,25%,0%,43%[activator],8
COCCNC(=O)/C(C#N)=C/c1c(N2CCN(c3cccc(Cl)c3)CC2)nc2c(C)cccn2c1=O,3%,1%,-2%,113%[activator],1%,-5%,-1
CCOC(=O)c1c(C)cc(C)[nH]c1=O,2%,-4%,7%,-6%,4%,0%,-14
COc1cccc2c1cc1c(=O)n(CC(=O)NCc3ccccn3)nc(C)n12,-1%,-9%,9%,-25%,5%,4%,.
COC(=O)c1cn(NC(=O)Cc2ccccc2Br)c(=O)c2ccccc12,0%,-2%,3%,-11%,0%,-18%,17
CCCCNC(=O)CCCN1C(=O)CCn2nc(-c3cccn3C)cc21,-4%,.,4%,.,-1%,.,15
CC(=O)/C(=N\Nc1ccccc1)Oc1ccc(Br)cc1,.,.,.,.,2%,?,-23
O=C(c1ccc(=O)[nH]c1)N1CCN(S(=O)(=O)c2ccc3ccccc3c2)CC1,-17%,.,-2%,17%,-10%,-8%,-16
CCOC(=O)C1C(=O)NC(N2CCOCC2)=NC1c1ccco1 (stereo not drawn),2%,-1%,-6%,-17%,1%,3%,35
O=C(C1=C(O)C(=O)N(CC2CCCO2)C1c1ccccc1F)c1ccco1 (stereo not drawn),-10%,-5%,-1%,-25%,-8%,12%,-18
Cc1ccc(Cc2nnc(SCC(=O)Nc3ccccc3)[nH]c2=O)cc1,-5%,.,-12%,-22%,2%,20%,4
Cc1ccc(SCc2c(C(=O)N/N=C/c3ccc(C)o3)nnn2-c2nonc2N)cc1,.,.,.,.,-15%,142%[activator],-28
Cc1ccc(/C=N/N2CCCCC2)o1,-5%,5%,-16%,4%,-7%,15%,21
O=C(c1cc(COc2c(F)cccc2F)on1)N1CCSCC1,-6%,-3%,13%,-3%,-2%,-29%,2

A run of entries taken from the entries so far:
smiles,AmpC detergent,LmPK inh,Sm TGR block,AmpC inh no detg,Tb PYK inh,AMA1-RON2 inh,HCMV inh
Cc1ccc(/C=N/N2CCCCC2)o1,-5%,5%,-16%,4%,-7%,15%,21
O=C(c1cc(COc2c(F)cccc2F)on1)N1CCSCC1,-6%,-3%,13%,-3%,-2%,-29%,2

Additional structures
smiles,AmpC detergent,LmPK inh,Sm TGR block,AmpC inh no detg,Tb PYK inh,AMA1-RON2 inh,HCMV inh
CCc1nc(N2CCC3(CC2)OCCO3)c2nnn(Cc3ccccc3)c2n1,0%,-5%,-2%,70%[activator],-1%,0%,0
CCOC(=O)C(CC)Sc1nnc2cc(C)c3ccccc3n12 (stereo not drawn),.,.,.,.,1%,8%,-23
O=C1NC2(CCCC2)C(=O)N1CC(=O)N(Cc1ccccc1)c1ccccc1,-10%,.,?,24%,-6%,-2%,-32
CC(=O)Nc1ccc(S(=O)(=O)Oc2ccc(/C=N/N=C3/NC(=O)C(CC(=O)O)S3)cc2)cc1 (stereo not drawn),4%,1%,.,-25%,-17%,19%,-32
COC(=O)C(Cc1c[nH]c2ccccc12)N1CCS(=O)(=O)CC1 (stereo not drawn),1%,5%,.,-9%,0%,7%,-20
COc1ccc(Cc2nnc(SCC(=O)N3CCCC(C)C3)o2)cc1 (stereo not drawn),1%,2%,.,92%[activator],-7%,1%,?
